Source: PubChem BioAssay
mHTT-CaM PPI inh: inhibitors of human mutant huntingtin-calmodulin interaction; hit rate 3.6% among 190,000; inhibition, % at 15 µM; AID 1671202; P42858; AlphaScreen His-mHTT/GST-CaM binding, luminescence;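 note: 0% = both proteins with DMSO and 100% = one protein alone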
Pf apPOL block: Pf-apPOL DNA polymerase inhibition; Recombinant Pf-apPOL, molecular beacon fluorescence, 1.5 h; inhibition, % at 10 µM; hit rate 0.25% among 210,000; AID 1794808
Active calls of the source: *; · = not tested or not shown; & = joins results of further samples. Cut-off read from the data, not from the text of the source: active = inhibition above about 50%; inactive = the rest. Rows were taken by chance; overall some 3.6% were active at least once.

Below each SMILES – mHTT-CaM PPI inh, Pf apPOL block
#1 COc1nccc(N2CCC(CC(=O)NCc3ccccc3C)CC2)n1
  -3, 0
#2 Cc1ccc(NC(=O)C(C(C)C)N2C(=O)c3ccccc3C2=O)c(C)c1 (centres undefined)
  -1, -5
#3 COc1ccc(Cl)cc1NC(=O)N1CC(c2nc(-c3cnccn3)no2)C1
  -12, -4
#4 Cc1cc(F)ccc1NC(=O)C1CCN(c2cc(C(=O)N3CCCC3)ccn2)CC1
  4, 1
#5 Cc1ccc(SCc2[nH]nc3c2C(C)C(C#N)=C(N)O3)cc1 (centres undefined)
  4, 1
#6 O=C(COc1ccc([N+](=O)[O-])cc1)N1CCc2ccccc21
  -1, -6
#7 Cc1cc2nc(SCC(=O)c3ccc(Cl)cc3)[nH]c2cc1C
  5, -12
#8 C=CCNC(=O)c1cc(=O)[nH]c2ccc(F)cc12
  -1, 5
#9 CC(=O)c1ccc(OCC(O)CN2CCN(c3ccccc3)CC2)cc1 (centres undefined)
  10, -2
#10 O=C(Nc1ccc2c(c1)OCCO2)N1CCCC1c1nc(-c2ccc(F)cc2F)no1 (centres undefined)
  10, 1
#11 COc1ccc(NS(=O)(=O)c2ccc(S(N)(=O)=O)cc2)cc1
  -2, -11
#12 N[C@H](CCCP(=O)(O)O)C(=O)O
  ·, -8
#13 COc1ccc(NC(=O)c2c(Cl)cc(Cl)nc2Cl)cc1
  -8, -1
#14 COc1cc(N2CN=c3s/c(=C\c4cccs4)c(=O)n3C2)cc(OC)c1OC
  41, -8
#15 CC1(C)Cc2cccc(OCC(=O)Nc3ccc(CC(=O)NCC(F)(F)F)cc3)c2O1
  -9, -4

The final 2 records of the part above lead into the next.
Below each SMILES – mHTT-CaM PPI inh, Pf apPOL block
#14 COc1cc(N2CN=c3s/c(=C\c4cccs4)c(=O)n3C2)cc(OC)c1OC
  41, -8
#15 CC1(C)Cc2cccc(OCC(=O)Nc3ccc(CC(=O)NCC(F)(F)F)cc3)c2O1
  -9, -4
#16 COc1cc(NC(=O)C2CCCN(c3nccnc3Oc3ccc(C)cc3)C2)cc(OC)c1 (centres undefined)
  3, -6
#17 CCC(C)C(=O)Nc1cc(C)cc(C)c1 (centres undefined)
  -1, -5
#18 CCCNC(=O)C1CCc2nc(N3CCN(C(C)=O)CC3)sc2C1 (centres undefined)
  -2, -4
#19 O=C(Nc1ccc(-n2nncc2-c2ccco2)cc1)C12CC3CC(CC(C3)C1)C2
  23, -2
#20 CCCCc1nc2n[nH]c(N)c2c2c1CCC2
  -6, ·
#21 CC1C=CCC2C(=O)N(c3cccc(OCC(=O)c4ccc(F)cc4)c3)C(=O)C12 (centres undefined)
  -4, 2
#22 COc1ccc(N2C[C@H](CSC)[C@@H](CC(=O)Nc3ccc(Br)cc3)C2=O)cc1
  0, -3
#23 COc1cccc(CNC(=O)c2nc(C)n(C3CCN(S(C)(=O)=O)CC3)c2C)c1
  8, -4
#24 O=C(O)c1nnn(-c2ccc3c(c2)CCC3)c1-c1cccnc1
  -1, 2
#25 O=C(Nc1nnc(C2CC(=O)N(c3ccc(Cl)cc3)C2)o1)c1ccccc1F (centres undefined)
  20, -2
#26 O=C(NCCC1CCN(C(=O)c2ccc(F)cc2)CC1)c1ccc(Br)o1
  14, -7
#27 CN(C)c1ccc(C(=O)NCC(C)(O)c2ccco2)cc1 (centres undefined)
  -7, -4
#28 Cc1ccccc1CC(=O)N1CCC(Nc2cccn3ncnc23)CC1
  4, -3
#29 O=C(NCC1CCCO1)c1cccc(NC(=O)c2cccs2)c1 (centres undefined)
  -1, 3
#30 Cc1ccc(C=CC(=O)c2cc(Br)ccc2O)cc1
  12, -2

Reformatted tab-delimited: 2 of the compounds above.
No.	Compound	mHTT-CaM PPI inh	Pf apPOL block
26	O=C(NCCC1CCN(C(=O)c2ccc(F)cc2)CC1)c1ccc(Br)o1	14	-7
29	O=C(NCC1CCCO1)c1cccc(NC(=O)c2cccs2)c1 (centres undefined)	-1	3

(cont.)
Below each SMILES – mHTT-CaM PPI inh, Pf apPOL block
#31 CCOC(CNC(=O)c1cn(C)c(=O)c2ccccc12)OCC
  -12, -2
#32 CCCCNC(=O)C1CCN(c2ncccc2-c2nc(-c3ccc(Cl)cc3)no2)CC1
  -19, -3
#33 COc1ccccc1NC(=O)Cn1nc2ncccn2c1=O
  1, -3
#34 COc1ccc2nc(NC(=O)c3ccc([N+](=O)[O-])c(C)c3)sc2c1
  10, 4
#35 CCN(CC)S(=O)(=O)c1ccc2oc(C(=O)Nc3cccc(C(F)(F)F)c3)c(C)c2c1
  -7, -5
#36 CC(NC(=O)c1cccc([N+](=O)[O-])c1)c1ccccc1 (centres undefined)
  -5, -5
#37 COc1ccc2cc3cc(C(=O)N4CCCCC4C)oc3nc2c1 (centres undefined)
  4, 1
#38 CC(=O)Nc1ccc(Oc2nnc(C)c3ccccc23)cc1
  -3, 0
#39 Cc1cccc(-c2nc(C3CCN(S(=O)(=O)c4cccc(C)c4)CC3)no2)c1
  -6, -2
#40 COc1ccc(S(=O)(=O)N2CCC(N3CCOCC3)CC2)cc1Cl
  -3, 3
#41 COc1cc(C2NC(=O)CCC2[N+](=O)[O-])cc(Cl)c1O (centres undefined)
  6&3, -86&-59
#42 O=C1NC2(CCN(C(=O)Cc3cccc(F)c3)CC2)Nc2c(Cl)cccc21
  -8, 1
#43 C#CCOc1c(Br)cc(C=O)cc1OCC
  -10, -10
#44 COc1ccc(NC(=O)C2CCN(c3ccc(C(C)C)cc3)C2=O)cc1 (centres undefined)
  1, -7
#45 COc1ccc(C(=O)Oc2ccc3c(c2)OC(=Cc2cccnc2)C3=O)cc1OC
  1, -10

New compounds follow:
Below each SMILES – mHTT-CaM PPI inh, Pf apPOL block
#46 O=C(Nc1ccccc1)NC1CCCCC1
  -8, -6
#47 CN(C)c1ccc(/C=C2/SC(N3CCOCC3)=NC2=O)cc1
  6, -1
#48 CCCNC(=O)N1CCCC1c1nc(-c2cccc(C)c2)no1 (centres undefined)
  -3, -5
#49 O=C(Nc1cc(F)ccc1F)N1CCCC1c1nc(-c2ccccc2)no1 (centres undefined)
  -2, 2
#50 Cc1ccc(CNC(=O)c2ccc(-c3ccsc3)nc2)cc1
  -10, 0
#51 C=CCc1cccc(C=Nc2c(C)n(C)n(-c3ccccc3)c2=O)c1OC
  15, 9
#52 Cc1c(NC(=O)c2cccc(I)c2)cccc1-c1nc2ccccc2o1
  -7, 0
#53 Cc1ccc(S(=O)(=O)Nc2cccc3cccnc23)cc1
  38&25, -45&-4
#54 C=CCc1c(C)c(C#N)c2nc3ccccc3n2c1NCc1cccnc1
  12, -16
#55 CC(C)Cn1c(=O)c(C(=O)N(C)C)nc2cccnc21
  -5, 2
#56 COc1ccccc1NC(=O)c1c(N=Cc2cc(Cl)cc(Cl)c2OC)cnn1C
  -2, 2
#57 O=C(c1ccc2c(c1)nc1n2CCCCC1)N1CCN(c2ccccc2)CC1
  11, -5
#58 O=C(c1cn(CC2CCCO2)cc2c(=O)[nH]nc1-2)N1CCc2ccccc2C1 (centres undefined)
  -10, -12
#59 NS(=O)(=O)c1ccc2c(c1)C1C=CCC1C(C(=O)O)N2 (centres undefined)
  40, -1
#60 CCOc1ccc(C2C3=C(CCCC3=O)Nc3ncnn32)cc1 (centres undefined)
  -7, -1

Looked up one by one from the list above (7):
Below each SMILES – mHTT-CaM PPI inh, Pf apPOL block
#30 Cc1ccc(C=CC(=O)c2cc(Br)ccc2O)cc1
  12, -2
#41 COc1cc(C2NC(=O)CCC2[N+](=O)[O-])cc(Cl)c1O (centres undefined)
  6&3, -86&-59
#58 O=C(c1cn(CC2CCCO2)cc2c(=O)[nH]nc1-2)N1CCc2ccccc2C1 (centres undefined)
  -10, -12
#36 CC(NC(=O)c1cccc([N+](=O)[O-])c1)c1ccccc1 (centres undefined)
  -5, -5
#57 O=C(c1ccc2c(c1)nc1n2CCCCC1)N1CCN(c2ccccc2)CC1
  11, -5
#53 Cc1ccc(S(=O)(=O)Nc2cccc3cccnc23)cc1
  38&25, -45&-4
#2 Cc1ccc(NC(=O)C(C(C)C)N2C(=O)c3ccccc3C2=O)c(C)c1 (centres undefined)
  -1, -5

The listing picks up, repeating the three entries before the break.
Below each SMILES – mHTT-CaM PPI inh, Pf apPOL block
#58 O=C(c1cn(CC2CCCO2)cc2c(=O)[nH]nc1-2)N1CCc2ccccc2C1 (centres undefined)
  -10, -12
#59 NS(=O)(=O)c1ccc2c(c1)C1C=CCC1C(C(=O)O)N2 (centres undefined)
  40, -1
#60 CCOc1ccc(C2C3=C(CCCC3=O)Nc3ncnn32)cc1 (centres undefined)
  -7, -1
#61 COC(=O)c1sccc1Oc1ccc(Cl)cc1NC(=O)Nc1ccc(Cl)cc1
  ·, -8&-4
#62 O=[N+]([O-])c1cc(C(F)(F)F)ccc1Sc1nccn1Cc1ccccc1
  20, -3
#63 CCc1cc(C(=O)NC2CCCC2)nc2cc(-c3ccccn3)nn12
  -14, -6
#64 CC1(CO)CCCN1C(=O)c1ccncc1 (centres undefined)
  -6, 2
#65 CCOc1cc(C2C(C(=O)c3cccs3)=C(O)C(=O)N2c2nc(C)c(C)s2)ccc1O (centres undefined)
  11, 5
#66 O=C(c1ccco1)N1CCN(C(=O)C2CC2c2ccc3c(c2)OCO3)CC1 (centres undefined)
  -14, -3
#67 Cc1ccccc1CSCC(=O)Nc1ccccc1C(=O)NC(C)C
  0, -8
#68 COc1ccc(-c2nnc(N3CCC(C(=O)NCc4ccc(N(C)C)cc4)CC3)o2)cc1
  6, -9
#69 Cn1c(=O)n(C)c2cc(/C=C3/NC(=O)N(Cc4ccc(Br)cc4)C3=O)ccc21
  1, -6
#70 O=C(Nc1ccc(C2(C(=O)NCc3ccc(F)cc3Cl)CCC2)cc1)C1CC1
  -6, -5
#71 CN(C)C(=O)c1cccc(-c2nccnc2N2CCCC2)c1
  -2, -1
#72 CCOc1ccc(NC(=O)C(C)Sc2nnc(C)s2)cc1 (centres undefined)
  -5, 2
#73 COc1ccc(C(=O)Nc2ccc(NC(=O)c3cccs3)cc2)cc1[N+](=O)[O-]
  2, -6
#74 COc1ccc(C2(CC(=O)O)CCOC(C)(C)C2)cc1 (centres undefined)
  -5, 26
#75 Cc1ccsc1CN1CCC(c2nc(-c3ccncc3)n[nH]2)CC1
  15, -7

Next records:
Below each SMILES – mHTT-CaM PPI inh, Pf apPOL block
#76 Cc1ccc(C(=O)N2CCc3ccccc3C2)c(C2CCN(C(=O)C(C)C)CC2)n1
  8, -2
#77 Cn1c(CCNC(=O)c2cccs2)nc2cccnc21
  -11, -10
#78 O=C(CSc1nc2[nH]ncc2c(=O)n1-c1ccccc1)NCc1cccc(Cl)c1
  8, -9
#79 CC1=C(C(=O)Nc2ccc(C)cc2)C(c2ccc([N+](=O)[O-])cc2)n2nnnc2N1 (centres undefined)
  7, 3
#80 O=[N+]([O-])c1ccc(-c2cn3ccsc3n2)cc1
  10, -9
#81 COc1ccc(NC(=O)c2cccnc2)cc1OC
  0, -2
#82 CCCNC(=O)C1CN(C(=O)c2ccc(Cl)cc2)CC1c1ccccc1 (centres undefined)
  7, -2
#83 O=C(Nc1cnn(Cc2ccc(Cl)cc2Cl)c1)c1cc(-c2ccc3c(c2)OCO3)on1
  0, 4
#84 CCn1c(-c2cc(-c3ccccc3)sc2N)n[nH]c1=S
  ·, -11
#85 CCCCC(=O)Nc1oc2c(C)cccc2c(=O)c1-c1cc(OC)c(OC)c(OC)c1
  19, -14
#86 CC(=O)c1sc(NC(=O)c2cccs2)nc1C
  -3&-8, -6&-4
#87 Cc1ccccc1NCN1C(=O)C2CC=C(Cl)CC2C1=O (centres undefined)
  11, -7
#88 Cn1c(=O)c2[nH]c(-c3ccc(Cl)cc3)c(O)c2n(C)c1=O
  14, -34
#89 O=C(C1CCCO1)N1CC2CN(S(=O)(=O)c3cccc(F)c3)CC(C1)O2 (centres undefined)
  1, 0
#90 CCOC(CNC(=O)c1ccc(CNS(=O)(=O)c2ccc(OC)cc2)cc1)OCC
  3, -2

The list continues:
Below each SMILES – mHTT-CaM PPI inh, Pf apPOL block
#91 Cc1ccccc1C1C=C(c2cccs2)Nc2nc3ccccc3n21 (centres undefined)
  7, -8
#92 Cc1cc(OS(C)(=O)=O)cc2c1C(=O)C(=Cc1ccccc1F)O2
  -8, 0
#93 CCCC(=O)Nc1c2c(nn1-c1ccccc1C)CSC2
  49, 0
#94 O=C(Nc1cccs1)N1CCN(Cc2nc(-c3ccc(Cl)cc3)cs2)CC1
  25, 18
